PAX8 reporter: lowers PAX8-driven luciferase in RMG-I cells; 1.2% of 360,000 active; RMG-I TPO-luciferase reporter, SteadyGlo, 24 h; inhibition, % at 12.6 µM; AID 652154;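 active = mean replicate inhibition at least 60% with every replicate also reaching 60%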;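 also: luciferase light reporting Pax8 driven TPO promoter activity; plate controls were median of neutral control wells for no effect and mitoxantrone controls for full effect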
EWS-Fli inh: EWS/Fli transcriptional activity inhibition; A673 NR0B1-luciferase reporter, viability-normalised; AID 651661; inhibition, % at 12.6 µM; 0.67% of 350,000 active;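 active = mean inhibition of at least 50% after viability correction, with every replicate also passing that limit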;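 also: firefly luciferase signal divided by Alamar Blue viability fluorescence both relative to DMSO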
miR-122 sensor: miR-122 inhibition in Huh7 cells; Huh7 miR-122 Renilla luciferase sensor, 48 h; neutral wells = 0, positive control = 100; activation (reporter increase), % at 12.5 µM; 0.3% of 340,000 active;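 active = mean replicate activation score at least 90 and every replicate individually at or above 90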;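 also: higher luciferase means less miR-122 activity so hits act as miR-122 inhibitors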
LGR2 inh: Drosophila LGR2 receptor signaling inhibition | AID 720647 | 0.35% of 380,000 active | HEK293 LGR2, CRE-luciferase, bursicon-stimulated, 4 h | inhibition, % at 9.99 µM;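 active = drop in luminescence signal, shown as inhibition above about 50% in the replicate tests, limit read from the data, passing the limit was not always enough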;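 also: agonist challenge used bursicon conditioned medium at about half maximal strength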
Casp6 inh: inhibitors of human caspase-6; purified caspase-6, Z-VEID-R110 cleavage fluorescence; P55212; AID 686996; inhibition, % at 12.5 µM; 0.53% of 350,000 active;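 active = mean inhibition across replicates at least about 35%, with every replicate also reaching that limit, limit read from the data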;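 also: 0% = median of neutral control wells and 100% = no fluorescence left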
Target sequence (P55212 24-179 limits assumed): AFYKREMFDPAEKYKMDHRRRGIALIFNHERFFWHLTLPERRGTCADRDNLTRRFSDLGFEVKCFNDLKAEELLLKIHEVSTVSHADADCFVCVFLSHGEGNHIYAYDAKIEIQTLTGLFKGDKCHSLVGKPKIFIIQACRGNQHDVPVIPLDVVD
Target sequence (P55212 194-293 limits assumed): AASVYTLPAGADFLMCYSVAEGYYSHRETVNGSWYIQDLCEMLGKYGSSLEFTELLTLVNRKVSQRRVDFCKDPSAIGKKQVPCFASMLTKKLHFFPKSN
PGC1a acetyl inh: modulators of PGC1a acetylation; inhibition, % at 15.6 µM; 0.17% of 350,000 active; AID 651687; U2OS PGC1a acetylation, AlphaScreen anti-acetyl-lysine; with virally co-expressed GCN5 acetyltransferase;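 active = every replicate shows inhibition of at least 40%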;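 also: 0% = neutral control wells and 100% = positive control wells; some results beyond the cut were filed as inactive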
Cneo AK release: Cryptococcus neoformans lysis via adenylate kinase release; C. neoformans lysis, adenylate kinase release luminescence, 4 h; normalised: neutral wells 0, clomiphene wells 100; lysis activity, % at 15 µM; 0.2% of 360,000 active; AID 651654;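 active = mean lysis activity across replicates of at least 80%, whatever share of replicates individually reach that level; inactive = mean lysis activity below 80%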
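Signal: Adenylate kinase release luminescence | Assay system: Log-phase Cryptococcus neoformans yeast cells | Input: Cells at 5 × 10^6 per mL | Buffer or medium: Fresh YPD growth medium | Compound: Single dose | Schedule: Static 4 h at 37 °C with compound, 1 h detection | Controls: Clomiphene | Read-out: Luminescence rise reflecting yeast cell lysis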
FN deposit inh: fibronectin deposition inhibition; 0.086% of 350,000 active; AH1F fibroblasts, Alexa488-fibronectin deposition fluorescence, overnight; inhibition, % at 12.6 µM;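 active = mean inhibition across replicates of 30% or more, regardless of how many single replicates reach that level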;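 also: positive control wells lacked labelled fibronectin entirely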
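Test system: AH1F fibroblast monolayer depositing Alexa488-labelled fibronectin into matrix. Input: 10000 cells per well. Technique: fluorescence, ex 485 nm, em 525 nm. Buffer or medium: DMEM plus 2% serum, read in PBS. Timing: 1 h cell adhesion before compound, then overnight fibronectin incubation. Compound: single dose, pinned. Read-out basis: inhibition from reduced deposited-fibronectin fluorescence.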
* = called active by the depositor; x = no result given; & = joins results of further samples; [ ] = remark or other dose.

The line under a structure holds: Casp6 inh, LGR2 inh, Cneo AK release, PGC1a acetyl inh, miR-122 sensor, PAX8 reporter, FN deposit inh, EWS-Fli inh
> CC(=O)Nc1ccc(NC(=O)CSc2nc(N)c(NC(=O)c3ccccc3F)c(=O)[nH]2)cc1
  2, 11, 2, x, 9, 1, 2, -3
> CC(C)N1C(=O)CCC1C(=O)NCc1ccc(F)cc1Cl (centres undefined)
  -1, 20, 1, -2, -6, 3, -4, -11
> Cc1cccc2nc(Cn3c(=O)n(CCCC(=O)NCc4ccco4)c(=O)c4ccccc43)cc(=O)n12
  x, 4, -1, -4, -3, 17, -13, x
> COc1ccc2c3c(n(C)c2c1)[C@@H](CO)N(C(=O)CN(C)C)CC31CCN(Cc2nccs2)CC1
  -14, -6, x, -20, x, x, x, -10
> C[C@@H]1CN([C@@H](C)CO)C(=O)c2cc(C#Cc3ccccn3)cnc2O[C@@H]1CN(C)Cc1cncnc1
  1, -2, -2, -1, 1[16.7 µM], 10, x, -8
> CCCc1cc(-c2[nH]ncc2-c2ccc3c(c2)OCCCO3)c(O)cc1O
  x, x, -1, 9, -18, x, -8, x
> COC(=O)C1CC(O)CN1C(=O)Nc1cccc(C(F)(F)F)c1 (centres undefined)
  0, 0, -1, 0, -6, 1, 0, -5
> O=C(COC(=O)c1ccccc1Cl)Nc1nccs1
  -2, -26, 1, -7, 2, x, x, -16
> Cc1ccc(C(=O)/C=C/c2ccc(F)cc2)o1
  x, -30, -2, x, -4, -34, 0, x
> CC(C)CNC(=O)c1ccc(NC(=O)c2ccccc2[N+](=O)[O-])cc1
  x, -14, 1, 6, -2, x, x, x
> Cn1c2c(c(=O)n(C)c1=O)CN(Cc1ccc3c(c1)OCO3)CN2
  x, -19, -8, 0, -6, x, x, x
> CN(C)C(=O)C[C@H]1CC[C@@H]2[C@H](COC[C@@H](O)CN2C(=O)C2CC2)O1
  -1, -10, -5, 5, -1[16.7 µM], 10, -7, 16
> Cc1cccc(NS(=O)(=O)c2ccc(C)c(C(=O)NCc3ccccn3)c2)c1
  4, 17, 0, -12, 38, x, 5, 6
> C[C@H](NC(=O)[C@@H]1[C@@H](CO)[C@@H]2Cn3c(cccc3=O)[C@@H]2N1Cc1cccnc1)c1ccccc1
  -4, -19, -2, x, x, x, x, -9
> CCSc1nc2sc3c(c2c(=O)n1-c1ccc(OC)cc1)CCN(C)C3
  -5, -5, 0, 5, -4, -3, -1, -7
> COc1ccc(NC(=O)C2CCCCN2S(=O)(=O)c2ccccc2)cc1S(=O)(=O)N1CCOCC1 (centres undefined)
  1, -3, -1, -8, 16, 5, 5, 8
> C[C@H](CO)N1C[C@H](C)[C@H](CN(C)C(=O)Nc2cc(F)ccc2F)Oc2cc(-c3ccc(C#N)cc3)ccc2S1(=O)=O
  -4, -23, -2, 3, 4[16.7 µM], -17, 5, 2
> CCC(=O)N(C)C[C@H]1Oc2cc(-c3cccc(F)c3)ccc2S(=O)(=O)N([C@@H](C)CO)C[C@H]1C
  2, -10, -3, 1, 5[16.7 µM], x, x, 0
> Cc1ccc(CNc2ncnc3c2cnn3C2CCCCO2)cc1 (centres undefined)
  1, 4, -19, 10, -1, 11, 5, -11
> C[C@@]12C(=O)N(CC3CCCO3)CC(=O)N1[C@H]1c3cc(Cl)ccc3OC[C@@H]1[C@@H]2c1ccccc1 (some centres undefined)
  1, -1, 2, x, -1, -35, 19, 2
> CC(C)N(C(=O)[C@H]1C[C@H](CC(=O)NC(C)(C)C)C(=O)N2CCc3c([nH]c4cc(CCC(=O)N(C)C)ccc34)[C@]12C)C(C)C
  -2, 12, -1, -1, -2, -10, -13, 2
> COCC#Cc1ccc([C@@H]2[C@H]3CN(C(=O)c4cccnc4)CC(=O)N3[C@H]2CO)cc1
  2, 18, x, -5, x, x, x, 10
> C[C@H](CO)N1C[C@H](C)[C@H](CN(C)C(=O)CCC(F)(F)F)OCCCC[C@H](C)Oc2ccc(NS(=O)(=O)c3cccs3)cc2C1=O
  x, 7, 0, 0, -8[16.7 µM], -6, x, -1
> O=C(Cn1c(C(F)(F)F)nc2ccccc21)N=Nc1c(O)[nH]c2ccc(Br)cc12
  4, 20, 0, -9, 8, 27, 2, 28
> O=C(CCC(=O)N1CCOc2ccccc21)NCc1ccccn1
  -1, -2, 0, -8, 8, -29, 3, -5
> Cc1ccc(Nc2c([N+](=O)[O-])c(=O)n(C)c3ccccc23)cc1
  5, -11, x, x, x, 23, -2, -1
> CC1CCc2sc(C(=O)NCc3ccc(F)cc3)cc2C1 (centres undefined)
  x, x, -1, -6, -2, -23, x, x
> COc1ccccc1-c1cn(CC[C@@H]2CC[C@@H](NC(=O)C3CCCCC3)[C@H](CO)O2)nn1
  -1, 28, -2, -18, x, -4, -6, -11
> CC(C)(C)OC(=O)N1CCC(CC2CC(c3ccncc3)=NO2)(C(=O)O)CC1 (centres undefined)
  0, x, 2, 4, 3, -10, -11, -2
> COc1ccc(C(=O)NC2CCN(C(=S)Nc3ccccc3C)CC2)cc1
  -2, -17, x, -13, x, 15, 1, 2
> O=C(Nc1ccccn1)C12CC3CC(C1)CC(C(=O)Nc1ccccn1)(C3)C2
  x, x, 0, 10, -6, 3, -11, x
> C=CCN(c1ccccc1)S(=O)(=O)c1cccc(C(=O)NC2CCN(Cc3ccccc3)CC2)c1
  -4, 11, -1, 2, 1, 51, 2, 39
> C[C@H]1CN([C@@H](C)CO)C(=O)c2cccc(NC(=O)Nc3cccc4ccccc34)c2O[C@H]1CN(C)C(=O)Nc1cccc2ccccc12
  0, -13, -2, -2, -3[16.7 µM], x, x, -1
> CCOC(=O)CNC(=O)CSc1nnc(SCC(=O)NCC(=O)OCC)s1
  27, x, 0, -9, -3, x, x, 2
> O=C(NCCCCNCCCNC(=O)c1ccccc1)c1ccccc1
  -8, 1, 1, 4, 2, x, x, 3
> O=C(CCN1C(=O)c2ccccc2C1=O)Nc1nc2ccccc2s1
  0, -7, x, x, x, -27, x, -9
> COC(=O)c1ccc(COc2ccc(/C=N/NC(N)=S)cc2)o1
  -2, 0, -1, 2, 1, 25, -5, 19
> CCCC(=O)Nc1ccc2c(c1)C(=O)N(C)[C@@H]1CC[C@@H](CC(=O)NCc3ccccc3)O[C@H]1CO2
  -2, 3, -7, 7, 1[16.7 µM], 0, 2, 4
> O=C(CNC(=O)c1cccc(F)c1)OCC(=O)N1CCN(C(=O)c2ccco2)CC1
  1, -8, -1, -3, -3, 16, -5, 6
> COc1cc(-n2c(=O)c3ccccc3n(CC(=O)OCc3ccccc3)c2=O)cc(OC)c1OC
  0, 2, -5, -13, -5, 42, 6, -8
> CC(C)(C)CN1CCN(Cc2c[nH]c3ccccc23)CC1CCO (centres undefined)
  -4, 3, -9, 2, -1, 2, -5, 13
> C[C@H](CO)N1C[C@H](C)[C@@H](CN(C)Cc2ccncc2)Oc2c(NS(=O)(=O)c3ccccc3)cccc2C1=O
  4&2, -13&2, -5&0, -5&6, 36[16.7 µM], 3&-13, 2, -7&-8
> COC(=O)C[C@@H]1C[C@@H]2c3cc(NC(=O)Nc4ccccc4)ccc3O[C@@H]2[C@@H](CO)O1
  1, -2, 57, -2, -1[16.7 µM], -25, x, 1
> CCOC(=O)c1ccc(NC(=O)c2nc[nH]c2C(=O)NC)cc1
  2, -16, 1, -1, -3, -24, 0, -3
> O=C(CCNC(=O)c1ccco1)Nc1ccc(OC(F)F)c(Cl)c1
  2, 6, 2, x, x, -4, -1, -3
> O=C(NCCN1CCOCC1)c1cc(-c2cccs2)on1
  x, x, -1, -20, 7, x, 0, x
> CC=Cc1ccc2n(c1=O)C[C@H]1[C@H](CO)[C@@H](C(=O)NCC)[C@@H]2N1C(=O)c1ccccc1 (mixture of isomers)
  -1, 3, -1, 5, 8[16.7 µM], -7, x, 4
> COc1ccc(OC)c(NC(=O)C(CC(C)C)NC(=O)C2CCCCC2)c1 (centres undefined)
  x, x, -1, -18, 22, x, -21, x
> N=c1c2c(ncn1CCCO)Oc1cc(O)ccc1C2c1ccccc1 (centres undefined)
  1, 18, -5, -3, -8, 14, -14, 3
> COc1ccc(OC)c(NC(=O)Nc2ccc(O)c3ccccc23)c1
  54*, x, -3, -19, 13, 46, 25, -8

Three of the entries above in order of the Casp6 inh value, highest first.
| SMILES | Casp6 inh |
| --- | --- |
| COc1ccc(NC(=O)C2CCCCN2S(=O)(=O)c2ccccc2)cc1S(=O)(=O)N1CCOCC1 (centres undefined) | 1 |
| O=C(CCN1C(=O)c2ccccc2C1=O)Nc1nc2ccccc2s1 | 0 |
| CC(C)(C)CN1CCN(Cc2c[nH]c3ccccc23)CC1CCO (centres undefined) | -4 |

(continued)
The line under a structure holds: Casp6 inh, LGR2 inh, Cneo AK release, PGC1a acetyl inh, miR-122 sensor, PAX8 reporter, FN deposit inh, EWS-Fli inh
> CC(=O)c1ccc(OCCCC(=O)N2CCN(S(=O)(=O)c3ccc(C)cc3C)CC2)cc1
  -87, 19, 0, -2, -2, -6, 9, 9
> C=Cn1cc[n+](CC(=O)c2ccc(Br)cc2)c1
  -14, -3, 2, -1, -1, 14, 1, 2
> CCOC(=O)C1CCCN(S(=O)(=O)c2c(C(=O)N3CCCCC3)c(C)n(C)c2C)C1 (centres undefined)
  -3, 2, 0, -4, -6, -8, 5, x
> COc1ccc(-c2cn3c(C)c(C(=O)NC(C)C)sc3n2)cc1
  x, x, -1, -13, 0, -30, -8, x
> CCOc1ccc(C(=O)OCC(=O)N2CCCC2)cc1
  -3, 2, 4, 7, -4, -50, 5, -11
> COC(=O)[C@@H]1C[C@H]1[C@@H](NC(=O)c1cc(C)on1)c1ccccc1
  -1, 6, -1, x, x, -15, 12, -2
> O=C(Nc1ccc(F)cc1)Nc1ccccc1C(=O)NCCN1CCNC1=O
  -1, 13, -3, 7, -7, 20, -1, 0
> C[C@@H]1CN([C@H](C)CO)C(=O)c2cc(NC(=O)C3CC3)ccc2O[C@H]1CN(C)Cc1ccc(C(=O)O)cc1
  4, 17, -5, 0, 3[16.7 µM], -24, x, x
> O=C(CNC(=O)c1ccc(Br)o1)NCC1CCCO1 (centres undefined)
  -3, 1, 0, x, x, 10, x, x
> Cc1cccc(-n2c(SCC(=O)N3CC(=O)Nc4ccccc43)nc3ccccc3c2=O)c1C
  4, -7, x, x, x, 18, x, 12
> CCc1ccc(-c2csc3ncn(CC(=O)N4CCOCC4)c(=O)c23)cc1
  x, x, 1, 2, 10, 17, 3, x
> Cc1ccc(S(=O)(=O)NCC(=O)N(CC(=O)NCC2CCCO2)Cc2ccccc2Cl)cc1 (centres undefined)
  -4, 9, -2, 0, -4, 3, 5, 2
> CCc1ccc(OCC2NCCc3cc(OC)c(OC)cc32)cc1 (centres undefined)
  -2, -14, 1, 14, 0, 58, 7, 4
> CC(C)NC(=O)Nc1ccc2c(c1)C(=O)N([C@H](C)CO)C[C@@H](C)[C@H](CN(C)Cc1ccc(Cl)c(Cl)c1)OCCCC[C@@H](C)O2
  2, 2, -2, -15, -19[16.7 µM], 48, 4, 5
> C[C@@H]1CN([C@@H](C)CO)S(=O)(=O)c2ccc(C#Cc3cccnc3)cc2O[C@@H]1CN(C)C
  -5, -13, -3, 9, 4[16.7 µM], x, -3, -15
> CCO[C@@H]1OC(C(=O)N2CCCC2)=C[C@H](c2ccccc2)[C@H]1CCCO
  1, x, 3, -1, x, -11, x, -7
> Cn1cc(Cl)c(C(=O)OCC(=O)c2ccccc2)n1
  0, 5, 1, x, -2, -2, 8, -4
> Cc1nc(N)[nH]c(=O)c1CCCNc1ccc([N+](=O)[O-])cc1
  0, -17, 10, 12, x, -26, 4, -28
> O=C(C[C@H]1C[C@@H]2c3cc(NC(=O)c4ccc5c(c4)OCO5)ccc3O[C@@H]2[C@H](CO)O1)NC1CCCCC1
  -1, -3, 0, 2, 0[16.7 µM], -8, x, -14
